Screens from PubChem BioAssay.
T cell modulator – modulates CD8 T cell binding to vesicles | 0.068% of 330,000 active | calls only at 7 µM | 2C CD8+ T cell-vesicle binding, flow cytometry; stronger effect = lower value;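 active means response, share of CD8 T cells binding vesicles, and their 90th percentile fluorescence all below set limits, cut at about 80% in these data, passing the limit was not always enough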
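Test system: purified 2C TCR transgenic mouse naive CD8+ T cells. Probe or stimulus: QL9-peptide-loaded Drosophila micro-vesicles bearing Ld, ICAM-1 and B7-1. Incubation: binding step 1.5 h, 37 °C, antibody labelling 20 min, ice. Measured by: flow cytometry of vesicle-bound cells.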
M1AAP inhibition – malaria alanyl aminopeptidase activity blockers – biochemical, fluorogenic H-Leu-NHMec substrate, 1536-well (AID 1445). 0.42% of 220,000 active. recombinant M1AAP, H-Leu-NHMec fluorogenic kinetic assay; higher % means a stronger effect. inhibition, % at 30 µM; hits with a dose series show IC50 in µM;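 active means primary inhibition above the hit cutoff, then over 50% inhibition at one or more dose response concentrations, cut at about 23% in these data, passing the limit was not always enough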;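 further: plate controls were DMSO full reaction for no effect and no enzyme background for full effect; strong numbers were not always called active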
b-catenin transl – alters nuclear translocation of beta-catenin in HeLa cells; immunofluorescence imaging; nuclear translocation activity, % at 5 µM; 0.3% of 190,000 active; AID 1665;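 active means nuclear translocation activity above 50% at 5 µM, with a well cell count of 50 or more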;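 further: per-cell ratio of nuclear to cytoplasmic median beta-catenin stain intensity; plate controls were DMSO negative control for no effect and GSK-3 inhibitor IX positive control for full effect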
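System: Human HeLa cells, endogenous beta-catenin | Compound dosing: 5 µM primary, 0.02–20 µM confirmation | Timing: 24 h compound exposure at 37°C, 5% CO2 | Measured by: Fluorescence imaging of beta-catenin antibody stain plus DAPI | Read-out basis: % activation of per-cell nuclear versus cytoplasmic median beta-catenin signal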
WT yeast gro inh – growth inhibition of WT yeast, mitochondrial fusion screen. mitochondrial fusion phenotypic screen, WT strain. inhibition, % at 10 µM. 2.1% of 190,000 active; in the data active means inhibition above about 58%; tested in S. cerevisiae
Dynein cargo inh – blocks dynein driven cargo transport along microtubules | AID 1381 | z-score, hits read low | 3617.4 mouse cells, GR-EGFP nuclear translocation imaging; test concentration mostly 20 µM; stimulated with dexamethasone, 1 µM; stronger effect = lower value | 0.47% of 220,000 active;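 active means plate z-score of nuclear minus cytoplasmic receptor signal below a set negative limit, without overly bright fluorescence or cell loss, cut at about -3.5 in these data, passing the limit was not always enough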;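 further: z-score of nuclear minus cytoplasmic ring GR-EGFP intensity difference per well; some compounds called inactive have numbers as strong as hits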
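Medium: Induction medium lacking tetracycline, stripped serum | Probe or stimulus: 1.0 µM final dexamethasone stimulus | Schedule: 48 h induction, then 1 h compound, then 30 min agonist, 37 °C | Signal: Automated 10x imaging of fixed Hoechst-stained cells | Evaluation: Per-cell GR-EGFP intensity, nucleus versus surrounding cytoplasmic ring, well-averaged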
Autophagy HCS – modulators of autophagy; MEF GFP-LC3 puncta imaging; test concentration mostly 10 µM; calls only at 10 µM (by protocol); 0.98% of 190,000 active;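 active means percentage of spot-positive cells more than 3 SD above its plate mean, without a fluorescence outlier flag or 80% toxicity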;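 further: spot-positive cell cutoff set from DMSO-treated cells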
M17LAP inhibition – P. falciparum M17LAP inhibitors, primary screen, biochemical, fluorogenic H-Leu-NHMec substrate, 1536-well (AID 1619); inhibition, % at 30 µM, or IC50 in µM where a hit was titrated; recombinant M17LAP, H-Leu-NHMec fluorogenic kinetic assay; higher % means a stronger effect; 0.38% of 220,000 active;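 active means compound inhibiting the enzyme by more than half at any dose during confirmatory dose-response retesting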;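 further: plate controls were full reaction with DMSO carrier for no effect and no enzyme background for full effect; strong numbers were not always called active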
Yfh1-off respiration – mitochondrial function rescue without frataxin homolog – Friedreich's ataxia, plus single-dose screen, dose response (AID 1465) | S. cerevisiae Yfh1-off respiration, WST-1 reduction, 72 h; higher fold induction means a stronger effect | one-dose fold induction at 50 µM; EC50 in µM for titrated hits | 0.074% of 220,000 active;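 active means fold induction of absorbance versus untreated yeast above a set limit, then at least 30% activation at any dose in follow-up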;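 further: activators that raise dye reduction in frataxin-depleted yeast; strong numbers were not always called active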
MT stabilizer – microtubule stabilization, imaging screen | AID 2205 | % tubulin-high responders, % at 10 µM | 0.83% of 200,000 active | HeLa tubulin immunostaining HCS, 24 h; share of cells brighter than vehicle mean+2SD;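 active means plate Z-score above 3 for both tubulin-high and condensed-nucleus cell shares, with cell loss under 80%, at 10 µM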;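 further: anti alpha tubulin signal scored within the nucleus-defined area of each cell; some results filed as inactive read as strong as hits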
WT yeast gro inh mutant strain – recorded beside WT yeast gro inh, whose call it bears; inhibition, %; mitochondrial fusion phenotypic screen, mutant strain inhibition
Dynein cargo inh cytoplasmic EGFP – second read-out of Dynein cargo inh, no call of its own (marks repeat the call); z-score; measured here: cytoplasmic GR-EGFP intensity; stronger effect = higher value
Dynein cargo inh nuclear GR-EGFP – further read-out of Dynein cargo inh, marked with its call; z-score; measured here: nuclear GR-EGFP intensity;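 lower value marks the stronger effect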
Dynein cargo inh cell count – second read-out of Dynein cargo inh, no call of its own (marks repeat the call); z-score; measured here: cell count per field
b-catenin transl cell count 5 µM – second read-out of b-catenin transl, no call of its own (marks repeat the call); cell count; measured here: cell count, cytotoxicity flag
T cell modulator vesicle-bound % – also measured in T cell modulator; calls as there; double positive events, %; measured here: CD8+ vesicle-bound cell fraction;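 binding gate set so that unloaded-vesicle control wells show 10% double positive cells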
MT stabilizer Hoechst-high % – further read-out of MT stabilizer, marked with its call; % Hoechst-high responders; measured here: nuclear condensation Hoechst responders;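 share of cells brighter than vehicle mean plus two SD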
MT stabilizer cytotoxicity % – also measured in MT stabilizer; calls as there; toxicity, %; measured here: cytotoxicity by cell density;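 0% = mean cell density of plate MIN control wells and 100% = no cells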
Autophagy HCS cell loss 18 h – also measured in Autophagy HCS; calls as there; toxicity, %; measured here: cell loss, nuclei count;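 cell loss after 18 h compound exposure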
The depositor's hits bear a star; i = inactive; . = no result given. Hits appear at their usual frequency. About 4.4% of those tested had a hit in this group.

SMILES	T cell modulator	T cell modulator vesicle-bound %	M1AAP inhibition	b-catenin transl	b-catenin transl cell count 5 µM	WT yeast gro inh	WT yeast gro inh mutant strain	Dynein cargo inh	Dynein cargo inh cytoplasmic EGFP	Dynein cargo inh nuclear GR-EGFP	Dynein cargo inh cell count	Autophagy HCS	Autophagy HCS cell loss 18 h	M17LAP inhibition	Yfh1-off respiration	MT stabilizer	MT stabilizer Hoechst-high %	MT stabilizer cytotoxicity %
CCS(=O)(=O)c1ccc(-c2csc(-c3ccccc3)n2)c(Cl)c1Cl	i	54	3%	-0.5	1041	11	11	0.64	-0.22	0.59	0.38	i	21	-1%	i	2.3	1.4	6.6
COc1ccc(/C=N/NC(=O)c2nc(-c3ccccc3)cc(-c3ccccc3)n2)cc1OC	i	48	1%	3.8	1393	9	-4	-0.3	-0.18	0.13	0.11	i	-3	9%	i	3.8	2.6	8.6
Cc1ccc(-c2c(C)n([O-])c3c([n+]2=O)CCCCC3)o1	i	19	5%	-2.8	999	-2	-11	0.5	-0.5	0.12	-0.047	i	1	10%	i	3.1	2.9	10
C=CCOc1ccnc(-c2ccccc2)n1	i	51	3%	-0.6	1162	.	.	-0.64	-0.23	-0.46	1	.	.	-2%	i	.	.	.
CCOC(=O)COc1ccc(/C=C2/SC(=Nc3ccccc3)N(Cc3cccnc3)C2=O)cc1OC	i	21	1%	-2.5	1305	9	-5	-1.4	-0.29	-0.56	0.55	i	-2	9%	i	2.5	1.7	4.4
COC(=O)c1nc(NC(C)=O)n[nH]1	i	3	3%	-4.6	994	10	13	-0.49	-0.24	0.066	0.099	i	-35	12%	i	3.5	1.9	8.7
Cc1cc(O)cc(O)c1C(=O)Cc1ccccc1	i	41	3%	-1.2	516	-5	-17	1.2	-0.18	0.44	-1.6	i	5	-16%	i	3.5	1.1	5.3
COc1ccc(N=c2scc(C)n2CCCN2CCCC2=O)cc1	i	31	5%	-1.6	1023	-9	12	0.45	-0.32	0.51	-0.6	i	15	2%	i	3.3	2.6	6.8
CC1CN(S(=O)(=O)c2cccc(C(=O)NCc3ccc4c(c3)OCO4)c2)CC(C)O1 (stereo unspecified)	i	44	3%	-1.5	1116	-8	-8	-0.47	-0.053	0.032	-0.58	i	-25	1%	i	2.0	2.1	12
Cc1ccc(Nc2nc(-c3ccc(O)cc3O)cs2)nc1	i	66	.	16	811	43	45	-0.61	-0.16	0.15	0.6	i	-2	.	i	1.7	1.9	6.9
CCSc1nc(N2CCOCC2)c2c(c1C#N)CCCC2	i	43	4%	1.2	1185	-15	-13	-0.3	-0.19	-0.18	0.27	i	2	-3%	i	1.8	1.7	7.9
S=C(NCCCN1CCOCC1)N1CCN(c2nc(-c3ccccc3)cs2)CC1	i	6	0%	-0.1	987	13	16	0.57	-0.14	0.48	-0.41	i	-7	-7%	i	2.1	1.6	5.7
O=C(O)c1cccc(NCc2ccncc2)c1	i	21	-3%	.	.	-1	-1	-0.31	0.034	0.29	0.23	i	-7	8%	.	2.0	1.8	6.8
O=C(CCNS(=O)(=O)c1cccc2nsnc12)NCc1ccccc1Cl	i	57	-4%	-0.3	1016	-7	-5	1.6	-0.35	0.0091	-0.088	i	1	1%	i	3.7	3.2	3.4
CC(=O)Nc1ccc(NC(=O)COC(=O)C2(c3ccc(Cl)cc3)CCCC2)cc1	i	49	4%	0.4	913	-9	-10	-0.78	-0.32	-0.74	0.88	i	-7	-4%	i	3.0	2.6	2.8
CCc1ccc2c(c1)/C(=C/C(=O)c1cccs1)C(=O)N2	i	22	8%	-2.7	1003	81	86	-1.1	0.18	-0.65	-0.18	i	7	3%	i	8.3	7.4	9.0
O=C(Nc1cc(S(=O)(=O)N2CCOCC2)ccc1N1CCCC1)c1ccc2c(c1)S(=O)(=O)c1ccccc1C2=O	i	53	3%	-1.7	1038	17	14	2.1	0.019	1.6	-1.4	i	-19	-10%	i	1.5	1.1	5.2
Cc1ccsc1C(=O)Nc1ccc(O)c(-c2nc3ccccc3s2)c1	i	37	9%	8.3	782	5	-5	2	-0.28	0.71	-0.8	i	3	3%	i	i	.	100
O=C(CSc1nc2ccccc2s1)Nn1cnnc1	i	57	8%	-0.1	962	-2	7	1.7	0.38	1.5	-1.1	i	-1	6%	i	4.9	4.6	8.3
CN1CCN(S(=O)(=O)c2ccc(Br)c3nsnc23)CC1	i	26	2%	-4.0	1232	1	4	0.11	-0.14	0.12	-0.46	i	3	15%	i	2.1	2.1	5.6
O=C(O)c1cccc(S(=O)(=O)N2Cc3ccccc3C2)c1	i	39	1%	-3.8	563	-15	-1	-0.31	-0.1	-0.39	0.89	i	-1	2%	i	4.2	2.7	4.3
O=C(c1cccc(-n2cnnn2)c1)N1CCOCC1	i	5	7%	-7.3	1219	11	22	-0.36	-0.27	-0.11	-0.089	i	-7	-6%	i	3.6	1.8	6.6
S=C(Nc1ccc(Br)cc1)N1CCN(C2CCCCC2)CC1	i	14	8%	1.2	1121	19	19	-0.61	0.78	-0.27	-0.098	i	8	-3%	i	2.4	1.7	4.5
CC(OC(=O)c1ccc(Cl)c(S(=O)(=O)N2CCc3ccccc32)c1)C(=O)Nc1ncc(Cl)cc1Cl (stereo unspecified)	i	43	10%	-2.3	1028	15	-9	-0.7	-0.012	-0.28	0.51	i	-9	2%	i	6.2	1.6	5.4
O=C(N/C=C\n1cnc2cc(C(F)(F)F)ccc21)c1ccc([N+](=O)[O-])cc1	i	20	-1%	-1.7	1027	.	.	0.46	-0.27	0.23	-0.65	.	.	20%	i	.	.	.
Nc1cc(C(F)(F)F)cc2c1SCC(=O)N2	i	55	8%	2.2	697	-3	-18	-0.11	-0.28	-0.44	0.13	i	3	3%	i	5.6	4.6	2.8
C=C(C)CNC(=S)N/N=C/c1ccco1	i	34	.	-1.2	1347	.	.	0.29	-0.74	-0.035	-0.72	.	.	.	i	.	.	.
CC(C)C1Nc2c(C(=O)O)cccc2C(Nc2ccccc2C(=O)O)C1(C)C (stereo unspecified)	i	27	12%	-3.6	1140	-9	-3	0.89	-0.25	0.68	-0.31	i	3	20%	i	2.1	3.6	15
CCCS(=O)(=O)Nc1c(C(=O)O)[nH]c2ccccc12	i	26	0%	-0.9	980	-11	-26	1.4	-0.28	1.1	-0.31	i	9	6%	i	4.0	1.7	58
CCOC(=O)C1CCN(C(=O)COc2ccc(Cl)cc2Cl)CC1	i	32	1%	5.5	1180	-5	-1	1.6	-0.15	0.95	-0.2	i	-3	2%	i	5.6	1.6	3.4
COc1ccc(/C=N/Nc2nnc(C)n2N)cc1OC	i	52	-10%	0.2	1082	-5	5	0.29	-0.33	0.45	0.038	i	-15	15%	i	.	.	.
CCN1CCN(CC(=O)N2c3ccccc3CC2C)CC1 (stereo unspecified)	i	19	13%	.	.	43	-26	0.81	-0.15	0.21	-0.089	i	-1	12%	i	3.8	2.1	6.7
COc1nc(-c2ccccc2)nc(C)c1CC(=O)O	i	27	0%	-1.1	1040	-16	0	0.15	-0.33	0.2	0.23	i	-1	10%	i	1.1	1.5	10
CCc1nc2scc(-c3ccc(C)cc3)c2c(=O)n1N	i	19	-5%	0.9	571	-2	1	-0.017	-0.22	0.61	0.023	i	7	-6%	i	3.4	1.9	3.8
Cc1cc2c(c(SCC(=O)NCc3ccccc3Cl)n1)C(=O)OC2	i	32	-2%	0.2	987	11	-8	-0.16	-0.21	-0.036	0.1	i	-5	-18%	i	1.0	2.0	3.5
Nc1ccc2oc3ncccc3c(=O)c2c1	i	43	-1%	.	.	-1	-1	-0.7	-0.22	-0.11	0.7	i	7	1%	i	2.5	1.1	6.3
O=S(=O)(N/N=C/c1ccccc1F)c1ccccc1	i	26	1%	0.9	1128	-9	16	-0.77	-0.35	-0.16	1	i	-1	-6%	i	9.9	1.3	4.4
Cc1cccc(Nc2nc(N)nc(CC(=O)CSc3ccc(Cl)cc3)n2)c1	i	42	2%	0.2	560	-15	6	1.1	-0.074	0.51	-0.94	i	2	0%	i	2.9	2.5	6.9
COc1cc(CNCCO)ccc1OCC(=O)Nc1ccc(Br)cc1	i	36	-4%	0.0	1032	-5	3	1.8	-0.21	1.5	-0.91	i	-3	11%	i	3.1	1.3	40
COc1ccccc1NS(=O)(=O)c1cc(NC(=O)c2ccncc2)ccc1N1CCCC1	i	56	2%	-1.3	1060	24	6	-1.2	-0.24	-1	0.85	i	7	3%	i	2.9	2.3	5.0

Look-ups from the entries so far.
Cc1cc2c(c(SCC(=O)NCc3ccccc3Cl)n1)C(=O)OC2 in Autophagy HCS cell loss 18 h has -5
CCN1CCN(CC(=O)N2c3ccccc3CC2C)CC1 (stereo unspecified) in Dynein cargo inh cytoplasmic EGFP has -0.15
